FXIa inh: factor XIa (human) inhibition | P03951 | purified FXIa, Boc-Glu-Ala-Arg-AMC fluorogenic substrate | inhibition, % at 5 µM | actives 0.14% (n = 220,000);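 active means inhibition of at least 40%; inactive means inhibition below 40%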;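 further: fluorescence of freed AMC excited at 355 nm; 0% = enzyme without compound and 100% = no enzyme blank; many of its hits are not listed in these tables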
Rad51 HR inh: Rad51 (human) homologous recombination inhibition; Q06609; hRad51 DNA strand exchange, fluorescence dequenching; inhibition, % at 10 µM; actives 0.085% (n = 200,000); AID 1385;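 active means inhibition above 40% at the single screening dose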;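 further: 0% = DMSO control wells and 100% = blanks with heterologous ssDNA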
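Material: Human Rad51 nucleoprotein filaments preassembled on unlabelled ssDNA | Also added: Labelled 47-mer dsDNA for strand exchange | Dosing: Single dose, 10 µM final compound | Schedule: 30-min compound preincubation and 15-min exchange, both room temperature | Technique: Fluorescence dequenching at 485/520 nm | Measure: Percent inhibition relative to plate controls and blanks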
TNF death inh: inhibitors of TNF-alpha induced necroptosis in Jurkat FADD-/- cells. activation (protection from cell death), % at 10 µM. AID 463075. Jurkat FADD-/- TNF necroptosis rescue, ATP luminescence, 24 h; 0 = TNF only, 100 = no-TNF cells. actives 0.068% (n = 220,000);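 active means activation, meaning protection from cell death, of at least 50% relative to plate controls; inactive means activation below 50%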;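 further: necroptosis triggered by 40 ng/mL TNF-alpha added together with compound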
Thrombin inh: thrombin (human) inhibition; P00734; alpha-thrombin, Boc-VPR-AMC fluorogenic substrate cleavage; inhibition, % at 5 µM; actives 0.26% (n = 220,000);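 active means inhibition at or above 40%; inactive means inhibition below 40%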;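 further: 0% = enzyme with no compound and 100% = wells without enzyme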
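Test system: human alpha-thrombin; medium: pH 7.5 Tris-saline with Tween 20; times: reaction at room temperature; signal: AMC fluorescence at 355 nm excitation and 460 nm emission; also added: Boc-VPR-AMC substrate, 15 µM final; dosing: one concentration per compound, 5 µM, with 0.2% DMSO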
hK5 inh: blocks human kallikrein 5 protease activity; Q9Y337; recombinant hK5, fluorogenic AMC substrate cleavage; inhibition, % at 5 µM; actives 0.59% (n = 210,000);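 active means inhibition of 40% or more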;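 further: 0% = enzyme controls without compound and 100% = no-enzyme blanks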
KCC2 mod: KCC2 (human) Cl- transport modulation. Q9H2X9. KCC2 cells, thallium flux FluoZin-2 fluorescence. B-score of Tl+ flux slope (higher = more flux/activation; lower = inhibition) at 10 µM. actives 2.2% (n = 190,000). AID 1456;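 active means thallium flux slope and its plate-corrected score both differing from the plate sample mean at a set confidence after two filtering rounds, in either direction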;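 further: slope of fluorescence scaled to starting intensity during 10 to 20 s after thallium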
Target sequence (Q9H2X9 whole entry, looked up): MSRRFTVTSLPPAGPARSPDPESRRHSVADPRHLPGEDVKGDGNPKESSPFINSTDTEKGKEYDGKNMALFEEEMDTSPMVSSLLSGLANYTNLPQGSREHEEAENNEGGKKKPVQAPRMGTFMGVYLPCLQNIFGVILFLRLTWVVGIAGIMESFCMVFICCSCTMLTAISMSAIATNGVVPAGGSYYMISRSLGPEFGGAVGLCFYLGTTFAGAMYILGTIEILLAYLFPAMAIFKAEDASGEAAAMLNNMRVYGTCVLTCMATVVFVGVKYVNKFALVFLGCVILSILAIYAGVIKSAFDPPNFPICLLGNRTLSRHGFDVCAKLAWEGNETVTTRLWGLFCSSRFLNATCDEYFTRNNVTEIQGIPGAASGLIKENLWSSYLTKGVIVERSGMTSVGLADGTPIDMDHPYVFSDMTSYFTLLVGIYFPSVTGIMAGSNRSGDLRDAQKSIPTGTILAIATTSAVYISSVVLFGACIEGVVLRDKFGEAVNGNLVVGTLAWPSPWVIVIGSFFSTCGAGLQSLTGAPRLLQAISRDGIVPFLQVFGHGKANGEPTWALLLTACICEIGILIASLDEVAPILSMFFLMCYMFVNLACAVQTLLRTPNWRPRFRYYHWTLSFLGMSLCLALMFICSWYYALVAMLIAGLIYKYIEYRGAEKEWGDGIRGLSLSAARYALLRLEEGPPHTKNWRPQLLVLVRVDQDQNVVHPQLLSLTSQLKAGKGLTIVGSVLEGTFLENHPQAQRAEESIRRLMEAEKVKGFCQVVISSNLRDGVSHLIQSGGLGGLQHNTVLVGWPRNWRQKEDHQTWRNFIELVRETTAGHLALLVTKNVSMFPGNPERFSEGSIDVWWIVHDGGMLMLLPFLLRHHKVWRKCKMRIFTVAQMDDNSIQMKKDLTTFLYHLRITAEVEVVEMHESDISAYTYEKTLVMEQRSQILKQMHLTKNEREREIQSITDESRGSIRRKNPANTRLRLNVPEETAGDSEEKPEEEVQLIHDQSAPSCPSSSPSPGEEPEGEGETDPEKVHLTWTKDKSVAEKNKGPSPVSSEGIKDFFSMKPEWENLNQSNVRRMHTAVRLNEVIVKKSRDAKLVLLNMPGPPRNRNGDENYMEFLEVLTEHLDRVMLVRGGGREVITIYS
FXIIa inh: blocks human coagulation factor XIIa protease activity; P00748; purified FXIIa, Boc-QGR-AMC fluorogenic substrate, 2 h; inhibition, % at 5 µM; actives 0.3% (n = 220,000); AID 800; in the data active means inhibition above about 40%;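 further: 0% = enzyme with no compound and 100% = blank without enzyme; many of its hits are not listed in these tables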
zVAD death inh: blocks zVAD induced death of L929 cells | AID 1377 | viability rescue, % at 10 µM | actives 0.38% (n = 220,000) | L929 zVAD necroptosis rescue, ATP luminescence, 24 h; with zVAD 60 µM;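 active means activation, scaled between plate controls, above about 75%, limit read from the data; inactive means activation under that limit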;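 further: 0% = zVAD with DMSO and 100% = DMSO alone without zVAD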
Hck Nef HTS: human Hck-Nef kinase inhibition; P08631; Recombinant Hck-YEEI plus Nef, Z-Lyte FRET kinase assay; inhibition, % at 20 µM; actives 0.68% (n = 220,000);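 active means Hck-Nef kinase inhibition above about 50%, limit read from the data; inactive means inhibition below that limit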;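 further: 0% = DMSO with Hck plus Nef and 100% = Hck alone without Nef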
Starred values were filed as active, the others as inactive; . = not tested or not shown. An excerpt. The share of hits here may be higher or lower than overall.

SMILES	FXIa inh	Rad51 HR inh	TNF death inh	Thrombin inh	hK5 inh	KCC2 mod	FXIIa inh	zVAD death inh	Hck Nef HTS
COc1ccc(CCN2CC(C(=O)NCCc3ccc(C)cc3)CC2=O)cc1OC (stereo unspecified)	-4.8	-5.6	0.5	2.1	-5.9	-0.459	3.8	1.1	-29.2
O=C(COc1ccccc1Cl)Nc1ccc(C(=O)c2ccc(C(=O)O)cc2)cc1	-2.1	-23.6	0.1	0.3	4.6	-2.43	15.4	1.1	2.7
Nc1ccc(NC(=O)Nc2ccc(N)cc2)cc1	6.8	1.1	-1.5	5.5	-7.9	-0.0719	4.5	-0.1	12.3
Cn1c(SCC(=O)Nc2ncc(C(F)(F)F)cc2Cl)nnc1-c1ccc(Cl)cc1	-0.1	-2.9	0.7	-1.8	-5.4	1.51	2.1	0.2	6.7
N#CCOC(=O)C1CSC2(c3ccc(Br)cc3)CCC(=O)N12 (stereo unspecified)	-7.5	-2.6	-0.9	-20.2	-2.0	-2.69	12.4	1.7	17.5
CC(=O)c1ccc(S(=O)(=O)N2Cc3ccccc3CC2C(=O)O)cc1 (stereo unspecified)	2.4	-2.0	1.8	-4.5	-0.7	1	5.3	0.3	20.8
COc1ccccc1-c1nc(C(N)=O)c2[nH]c(=O)n(-c3cccc(C)c3)c2n1	-8.5	1.1	-1.8	2.6	-57.6	.	-8.1	1.7	8.6
O=C(c1ccc([N+](=O)[O-])cc1)N(C1=NCCCCS1)c1ccccc1	-3.4	1.4	-1.0	-9.6	-14.9	1.15	5.6	0.1	4.7
O=C(COc1cccc(F)c1)N[C@@H](Cc1ccccc1)c1nc2ccccc2[nH]1	-4.5	-1.7	5.3	-12.4	11.5	1.44	-1.9	1.2	0.8
CC1Cc2ccccc2N1C(=O)CSc1nnc2c(n1)[nH]c1ccccc12 (stereo unspecified)	24.7	6.4	-1.0	0.6	-21.1	-0.198	17.1	-0.1	-4.6
COc1ccc2oc(=O)c(/C(C)=N/Nc3nc(-c4cc(C)ccc4C)cs3)cc2c1	3.1	.	0.0	0.4	-4.5	-0.105	9.2	.	-3.5
O=C(NCc1ccc2c(c1)OCO2)C(C(=O)c1ccccc1)n1cc(Cl)ccc1=O (stereo unspecified)	-4.0	1.1	1.2	-1.4	30.9	1.08	4.9	-0.4	1.1
COCCn1c(=S)[nH]c2cc(C(=O)N3CCc4ccccc4C3)ccc2c1=O	-3.5	-9.8	0.3	-16.9	2.9	-0.806	2.5	3.6	21.2
O=C(O)c1cccnc1SC1CC(=O)N(c2cccc(C(F)(F)F)c2)C1=O (stereo unspecified)	5.1	-4.4	-3.3	-2.9	-4.5	0.854	9.9	0.9	1.2
Cc1cc(O)c(C(=O)/C=C/c2cccc([N+](=O)[O-])c2)c(=O)o1	5.3	.	-14.6	-0.7	1.9	-0.186	8.8	0.0	107.6*
CCOc1ncccc1C(=O)OCC(=O)c1cc(C)n(Cc2ccco2)c1C	2.9	-0.8	-5.8	22.4	28.3	-1.97	10.3	-0.3	1.3
COc1ccc(N2CCN(C(=O)c3ccc(NS(=O)(=O)c4cccs4)cc3)CC2)cc1	-3.3	2.2	2.2	-14.8	-1.0	-0.993	6.8	1.2	19.0
Cn1c(N)c(C(=O)CSc2nc3ccccc3c(=O)n2Cc2ccccc2)c(=O)n(C)c1=O	2.7	10.0	-5.4	3.2	-1.3	2.44	8.8	-0.1	-1.0
CN(Cc1ccccc1)C(=O)C1CCCN1S(=O)(=O)c1ccc2c(c1)n(C)c(=O)c(=O)n2C (stereo unspecified)	-8.4	11.9	1.2	-4.6	4.3	0.983	0.5	-0.4	4.9
CCN(C(=O)COC(=O)c1c(C)nn(-c2ccccc2)c1C)C1CCS(=O)(=O)C1 (stereo unspecified)	9.0	12.1	-0.8	2.6	-14.3	-0.348	1.3	2.3	-2.6
CC(C)(C)S(=O)(=O)c1nc2ccccc2s1	0.7	-1.4	-2.1	-3.1	-11.4	-0.727	9.9	-0.4	1.0
CCS(=O)(=O)c1ccc(O)c(NC(=O)Nc2cccc3ccccc23)c1	-1.2	.	1.2	-13.4	0.0	1.11	2.6	0.3	22.0
O=C(NCCCn1ccnc1)Nc1ccc(Cl)cc1	-6.0	3.0	1.9	-5.8	-6.0	0.177	12.3	0.0	1.4
CCOc1ccc(/C=N/OCC(=O)NCc2ccco2)cc1	5.2	-6.4	-0.5	-4.6	2.2	0.607	11.7	-0.5	-12.2
O=C(N/N=C/c1cn(-c2ccccc2)nc1-c1cccs1)c1ccc(Cl)cc1	19.9	-25.6	-2.0	-3.6	-7.9	0.0692	26.1	4.5	4.0
O=C(/C=C/c1ccccc1Cl)NC(=S)Nc1ccccc1C(=O)NC1CCCCC1	0.1	.	0.4	-6.7	14.2	-0.793	11.6	0.6	4.3
COc1ccc(CCNS(=O)(=O)c2ccc3oc(C(=O)O)c(C)c3c2)cc1OC	1.4	-2.9	-0.5	1.9	-16.5	0.406	7.7	0.0	-0.3
CC(=NCCc1ccccc1)C1=C(O)COC1=O	0.5	0.2	0.2	-6.8	-10.7	0.00216	17.8	0.1	-1.4
Cc1ccccc1C(=O)Nc1nc2c(C)csc2c(=O)s1	1.9	10.0	0.4	-1.1	1.0	-2.3	8.9	-0.2	78.3*
N/C(=N\OC(=O)CC1CCCCC1)c1ccccc1	8.0	17.0	1.0	-9.3	-13.1	-0.0234	7.1	1.1	7.1
Cc1ccc(NCc2nnc(SCC(=O)NCCc3ccccc3)n2C)cc1	-5.3	-12.1	-1.4	-7.7	21.4	-4.14	2.4	0.0	0.1
CCNc1nc(NCC)n2c(SCC(=O)c3ccccc3Cl)nnc2n1	5.3	11.8	-1.5	-2.1	1.6	-0.43	8.6	0.6	22.8
Cc1c(C(=O)N2CCc3ccccc32)cnn1C	6.8	9.6	0.1	-2.6	-12.8	-0.613	17.9	0.9	2.6
CC(C)(C)c1ccc(OCC(=O)NN2Cc3ccccc3C2=N)cc1	-3.7	-22.1	1.5	-0.5	-11.0	0.0521	6.9	0.1	19.9
COC(=O)c1ccc(NC(=O)CN(C)Cc2cccc(F)c2)cc1	-4.3	3.1	-0.3	-2.2	-21.2	.	1.8	1.6	3.6
Cc1cccc(C)c1NC(=O)c1c(-c2ccccc2)noc1C	5.4	-0.2	-0.7	2.4	5.1	.	-1.5	1.2	3.4

A second format for part of the listing above:
Structure,FXIa inh,Rad51 HR inh,TNF death inh,Thrombin inh,hK5 inh,KCC2 mod,FXIIa inh,zVAD death inh,Hck Nef HTS
O=C(/C=C/c1ccccc1Cl)NC(=S)Nc1ccccc1C(=O)NC1CCCCC1,0.1,.,0.4,-6.7,14.2,-0.793,11.6,0.6,4.3
Cc1ccccc1C(=O)Nc1nc2c(C)csc2c(=O)s1,1.9,10.0,0.4,-1.1,1.0,-2.3,8.9,-0.2,78.3*
CC(C)(C)c1ccc(OCC(=O)NN2Cc3ccccc3C2=N)cc1,-3.7,-22.1,1.5,-0.5,-11.0,0.0521,6.9,0.1,19.9
COc1ccc(CCNS(=O)(=O)c2ccc3oc(C(=O)O)c(C)c3c2)cc1OC,1.4,-2.9,-0.5,1.9,-16.5,0.406,7.7,0.0,-0.3
Cc1ccc(NCc2nnc(SCC(=O)NCCc3ccccc3)n2C)cc1,-5.3,-12.1,-1.4,-7.7,21.4,-4.14,2.4,0.0,0.1

Going on with the list:
SMILES	FXIa inh	Rad51 HR inh	TNF death inh	Thrombin inh	hK5 inh	KCC2 mod	FXIIa inh	zVAD death inh	Hck Nef HTS
COc1ccc(CCNC(=O)c2c(C)noc2C)cc1	-4.4	-11.4	-0.7	-6.2	-0.8	1.57	5.2	-0.2	-2.0
Clc1ccc(/C=C/c2nc3ccccc3[nH]2)cc1	-18.0	-2.3	-14.7	-13.9	-15.8	-0.24	-29.0	2.1	3.2
CSC(=S)N/N=C/c1ccc(Br)cc1	-1.4	4.3	0.6	-12.9	-0.3	67.7*	7.2	-0.8	19.2
OC(COCc1cccs1)CN1CCCCCC1 (stereo unspecified)	5.0	14.8	-3.6	1.0	-5.9	1.74	17.9	-0.5	1.4
O=C(CCSc1nnc(-c2ccncc2)o1)Nc1ccc(F)cc1	-5.2	2.6	3.2	-2.9	-12.5	-0.522	-0.1	1.5	0.1
CC1CCN(S(=O)(=O)c2cc([N+](=O)[O-])ccc2Cl)CC1	-6.4	-4.7	-2.3	2.0	-2.7	-0.141	5.1	0.3	6.3
Cn1c(O)c(N=NC(=O)c2ccccc2O)c2ccccc21	-3.8	-3.8	-1.5	-7.1	-1.3	-0.33	6.6	22.3	16.8
CN(C)c1[nH]c(=O)c(C#N)c2c1CCN2Cc1ccccc1	9.6	-3.1	0.6	-3.2	0.5	.	8.2	0.9	1.7
N/C(Cn1nnc(-c2ccccc2)n1)=N\O	3.0	-15.2	-0.2	3.2	-4.0	0.281	20.6	-0.1	-0.7
COc1ccc(NC(=O)NCc2cccnc2)cc1OC	-14.0	2.7	0.8	-1.1	-26.1	-0.00753	-14.1	0.0	-9.2
Cc1cc(C(=O)Nc2cc(C(C)(C)C)on2)c(C)o1	3.5	-2.6	-1.1	2.2	2.9	0.248	10.8	0.9	9.6
CC1(C)CC(=O)C/C(=N\NC(=O)CCc2ccc(S(=O)(=O)N3CCOCC3)cc2)C1	5.7	19.4	-0.4	-0.7	-1.8	-0.747	11.6	2.0	19.9
COc1ccc(C(C(=O)NCC2CCCO2)N(C(=O)CNC(=O)c2cccs2)c2ccccc2C)cc1OC (stereo unspecified)	1.4	16.9	-0.9	-3.6	18.8	.	10.2	-0.1	26.9
N#CC1=C(N)NC(SCC(=O)Nc2ccccc2)=C(C#N)C12CCCCC2	15.1	0.6	3.7	-0.3	1.0	.	19.4	0.7	-0.8
S=c1nc[nH]c2c1cnn2-c1ccccc1	6.2	6.7	1.1	5.1	-7.9	149*	4.7	1.6	-81.6
CCN1CCN(C(c2cccs2)C(C)NS(=O)(=O)c2ccc(Br)cc2)CC1 (stereo unspecified)	-4.8	.	-0.4	-4.6	-7.8	-0.696	-1.5	0.1	0.0
N/C(Cc1ccc(Cl)cc1)=N\OC(=O)C1CCCCC1	4.3	5.3	1.6	-4.4	-10.0	-0.243	8.3	0.1	1.0
O=C(O)c1ccc(CNC(=O)c2ccc(Br)o2)cc1	-1.3	-4.1	1.5	-6.8	-3.3	1.37	-8.6	1.4	4.8
O=C(c1ccc(Cl)c(Cl)c1)N1CCC(=O)N(C(COCc2ccccc2)Cc2ccccc2)CC1 (stereo unspecified)	2.5	-3.6	-0.3	-1.4	-9.8	-0.317	15.9	0.2	-3.9
Cc1ccccc1NC(=O)NC1(C(=O)NCCCN2CCOCC2)CCCCC1	9.6	-6.8	0.5	2.2	-4.3	-0.518	19.2	0.2	3.5
CN(CC(=O)Nc1ccc(N2CCOCC2)cc1)CC(=O)Nc1ccccc1[N+](=O)[O-]	-0.6	11.0	-0.1	-13.7	-23.2	0.804	4.6	0.0	3.2
CC(C)CC(C(=O)OCC(=O)c1c(N)n(C)c(=O)n(C)c1=O)N1C(=O)C2CC=CCC2C1=O (stereo unspecified)	-5.3	2.2	-0.8	-7.7	-2.4	1.69	-2.0	0.6	-19.3
Cc1ccc2nc3cc([N+](=O)[O-])cc([N+](=O)[O-])c3cc2c1	0.3	-3.5	-14.8	-8.2	0.4	-0.484	9.8	44.4	42.2
